# Screens as filed in PubChem BioAssay.
# PI5P4K alpha inh: blocks human PI5P4K alpha kinase activity; P48426; PI5P4Kalpha enzyme, ADP-Glo luminescence, 60 min; stronger effect = lower value; max response, %; 330,000 tested, 1.2% active; AID 652105; active = max response of -50% or lower; inconclusive = between -30% and -50%; inactive = -30% or higher; also: value at the top dose of about 77 µM; % is scaled to controls: 0 for no effect and ±100 for the full control effect
#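 Enzyme plus substrate dispensed, test compounds pinned in, then ATP (5 microM final) added. After 60 min at RT, ADP-Glo reagent 1 for 45 min and reagent 2 for 30 min preceded luminescence imaging.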
# WRN helicase inh: WRN helicase (human) inhibition; AID 651768; 360,000 tested, 0.46% active; Q14191; Potency, µM (doses to about 114 µM), for the others: at the top dose activity change, negative = inhibition, hits mostly inhibitors; WRN helicase unwinding, fluorescent forked duplex, kinetic; also: potency is read from the fitted curve at half-maximal effect; % is scaled to controls: 0 for no effect and ±100 for the full control effect; nearly all actives have a fitted effect of over 55% in size
#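 Kinetic red-fluorescence monitoring (525/598 nm) tracks WRN helicase activity after 100 nM fluorophore-quencher forked duplex and 2 mM ATP are added to 20 nM enzyme pretreated 15 min at room temperature with compound.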
# IL2 activator: activators of IL-2; activation, % (series mostly up to about 46 µM); IL-2 activation reporter assay, cell-based qHTS; stimulated with anti-CD3/CD4/CD28 beads; in transgenic mouse T cells; 360,000 tested, 0.065% active; AID 652025; in the data active = activation above about 50%; inconclusive = mostly about 30% to 49%; also: 0% is about no effect
#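 Quantitative HTS in unstimulated transgenic mouse T cells, with memory T cells as non-tolerant control and PMA/ionomycin as tolerance-bypass control. Compound pretreatment lasted 60 minutes before 18 h bead stimulation; EGFP/DsRed fluorescence read.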
# EPAC2 ag: activates human EPAC2 exchange factor. Potency, µM (series often up to 154 µM), for the others: at the highest dose activation, actives largely listed as activators. EPAC2 activation, biochemical qHTS; response scale: 100% = 6.5 mM cAMP response. Q8WZA2. 360,000 tested, 0.079% active; also: potency is read from the fitted curve at half-maximal effect; nearly all actives have a fitted effect of over 50% in size
#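 Each well held 100 nM EPAC2, 250 nM RAP1B-BODIPY-GDP and 50 uM GDP. Fluorescence, read at 5-min intervals to 30 min, was referenced to a 6.5 mM cAMP positive control.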
# PLK1 PBD block: inhibitors of human PLK1 polo-box domain binding | P53350 | 360,000 tested, 2.8% active | Plk1 PBD binding of FITC phosphopeptide, fluorescence polarization | Potency, µM, inactives show max response, negative = inhibition, most hits filed as inhibitors | AID 720504; also: potency is read from the fitted curve at half-maximal effect; series mostly up to about 57 µM; % is scaled to controls: 0 for no effect and ±100 for the full control effect; nearly all actives have a fitted effect of over 65% in size
# CCT modulator: cytosolic chaperonin activity modulation; purified chaperonin ATPase assay, HTRF ADP detection, 30 min; activity change, % (concentration not given with the values), hits read low; 360,000 tested, 0.3% active; in the data active = activity change below about -30%; also: % is scaled to controls: 0 for no effect and ±100 for the full control effect
#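 Enzyme 40 or 20 nM (batch-dependent) in Tris pH 7.4/KCl/MgCl2/DTT; cpd 76 uM single point; ATP 10 uM; 30 min 37 °C; Transcreener ADP HTRF detection, 30 min RT; ratio 665/615.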
# EPAC1 antagonist: antagonists of human EPAC1 | Potency, µM (series often up to 115 µM), for inactives: at the top dose activity change, negative = inhibition, actives largely listed as inhibitors | O95398 | 360,000 tested, 0.14% active | EPAC1 GEF assay, Rap1b-BODIPY-GDP exchange fluorescence;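 also: potency is read from the fitted curve at half-maximal effect; plate controls were vehicle for no effect and positive control for full effect; nearly all actives have a fitted effect of over 50% in size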
# Target sequence (O95398 whole entry, looked up): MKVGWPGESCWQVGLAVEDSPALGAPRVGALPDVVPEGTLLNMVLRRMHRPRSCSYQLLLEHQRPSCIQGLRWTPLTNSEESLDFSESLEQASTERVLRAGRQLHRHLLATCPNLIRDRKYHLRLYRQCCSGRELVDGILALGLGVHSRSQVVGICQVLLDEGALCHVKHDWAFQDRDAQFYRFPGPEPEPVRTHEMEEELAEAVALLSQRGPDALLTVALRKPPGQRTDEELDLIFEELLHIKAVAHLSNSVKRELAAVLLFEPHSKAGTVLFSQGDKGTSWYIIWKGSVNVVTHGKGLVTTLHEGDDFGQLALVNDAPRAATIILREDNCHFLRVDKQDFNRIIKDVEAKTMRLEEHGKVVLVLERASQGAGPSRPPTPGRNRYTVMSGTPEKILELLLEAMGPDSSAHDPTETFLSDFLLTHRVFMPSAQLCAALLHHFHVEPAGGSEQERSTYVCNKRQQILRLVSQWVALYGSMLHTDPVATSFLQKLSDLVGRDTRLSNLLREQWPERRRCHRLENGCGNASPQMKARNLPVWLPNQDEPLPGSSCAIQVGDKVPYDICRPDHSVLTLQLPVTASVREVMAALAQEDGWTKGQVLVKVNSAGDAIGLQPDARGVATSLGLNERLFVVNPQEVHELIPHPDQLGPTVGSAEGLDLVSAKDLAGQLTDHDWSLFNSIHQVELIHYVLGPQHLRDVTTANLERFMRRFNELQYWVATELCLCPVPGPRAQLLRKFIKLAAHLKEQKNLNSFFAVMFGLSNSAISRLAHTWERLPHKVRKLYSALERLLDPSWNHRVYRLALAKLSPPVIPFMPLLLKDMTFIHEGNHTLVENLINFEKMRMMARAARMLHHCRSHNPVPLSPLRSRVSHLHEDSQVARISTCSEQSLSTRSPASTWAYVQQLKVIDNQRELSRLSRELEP
# EPAC1 agonist: activates human EPAC1 exchange factor | Potency, µM (highest dose often 154 µM), for inactives: at the highest dose activation, most hits filed as activators | EPAC1 agonist qHTS, biochemical assay; response scale: 100% = response to 6.5 mM cAMP | 360,000 tested, 0.073% active; also: potency is read from the fitted curve at half-maximal effect; nearly all actives have a fitted effect of over 60% in size
#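 Fluorescent GDP-exchange assay: 100 nM EPAC1 with 250 nM Rap1B preloaded with BODIPY-GDP and 50 uM GDP; compounds tested as concentration series, 5 min at room temperature, then read every 5 min for 30 min (ex 480/em 540 nm); normalized to 6.5 mM cAMP.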
# Starred values were filed as active, the others as inactive; ? = inconclusive; / = no result given; [ ] = remark or other dose. Unless noted, calls follow the shape of the dose curve; as a rule, active = well fitted curve in the direction sought with a large enough effect; inconclusive = small, poorly fitted or top-dose-only effect, or another doubt; inactive = no such curve, though single readings can be large; an effect the other way counts as inactive or inconclusive. These rows are one share of the data; rates above refer to the full screens.
SMILES,PI5P4K alpha inh,WRN helicase inh,IL2 activator,EPAC2 ag,PLK1 PBD block,CCT modulator,EPAC1 antagonist,EPAC1 agonist
Nc1cc(-c2ccc(Br)cc2)nn1Cc1ccccc1,17.6,-9.9%,0.4,10.6%,1.9%,2.0,-14.4%,12.5%
Cc1sc2ncnc(NS(=O)(=O)c3ccc(Cl)cc3)c2c1C,-8.0,1.5%,0.4,6.8%,-15.4%,-1.2,-28.6%,-1.7%
CN1CC[n+]2cnc3ccccc3c21,/,9.3%,2.0,-1.3%,-0.1%,-0.4,7.7%,-3.4%
Cc1cc(-c2ccccc2)nn1-c1nc2c(c(=O)[nH]c(=O)n2C)n1C,-3.3,-3.4%,-4.2,2.5%,0.4%,-1.7,11.1%,-6.2%
O=C(COc1cc(O)c2c(=O)c3ccccc3oc2c1)OCc1ccccc1,0.9,-6.8%,1.6,-4.6%,-3.0%,2.7,4.3%,0.0%
COc1cc2[nH]c(=S)n(CC3CCCO3)c(=O)c2cc1OC (stereo unspecified),/,-3.4%,-0.2,-4.8%,-5.4%,0.5,8.9%,-6.0%
COc1cccc(CN2CCNC(=O)C2CC(=O)N(C)C2CCOCC2)c1 (stereo unspecified),3.4,-1.0%[57.1 µM],-2.5,3.5%,-14.6%,-0.2,8.5%,-3.4%
Cc1ccc(-c2cc(C(=O)N/N=C/c3ccc([N+](=O)[O-])o3)c3ccccc3n2)o1,?,-13.6%[11.6 µM],-3.8,1.1%,?,-2.0,-6.0%,-5.5%
COc1cccc(C2C(C#N)=C(C)NC3=C2C(=O)CC(C)(C)C3)c1 (stereo unspecified),3.9,1.9%,-0.6,3.9%,0.4%,0.1,-8.6%,-4.7%
O=S(=O)(N/N=C1/CC(c2ccccc2)Oc2ccccc21)c1ccc(Br)cc1 (stereo unspecified),/,-4.7%,-2.2,22.4%,-18.7%,-1.5,-11.3%,21.8%
CCn1c(CN2CCN(c3ccc(Cl)cc3)CC2)nc2ccccc21,-6.8,3.3%,-2.6,18.2%,-0.4%,-0.5,6.3%,17.2%
c1ccc2c(c1)nc1n2CN(Cc2ccc3c(c2)OCO3)CN1,/,8.4%,1.2,3.5%,-8.6%,-0.1,-1.2%,9.5%
CCOc1cccc(/C=N/NC(=O)c2cc(C3CC3)[nH]n2)c1O,-11.8,-6.9%,1.0,8.4%,-15.8%,-1.3,4.9%,0.4%
COc1ccc(C)cc1NC(=O)CNc1ccccc1CN(C)C1CCCCC1,5.5,-7.8%,-3.5,9.1%,-15.0%,0.6,-0.3%,7.2%
CCOC(=O)C1=CCC(c2ccco2)N(S(=O)(=O)c2ccc(C)cc2)C1 (stereo unspecified),-3.2,-12.4%,-0.2,12.3%,-8.5%,-2.2,-22.3%,0.1%
COC(=O)[C@H](Cc1ccccc1)NC(=O)[C@@H](N)CC(=O)O,-1.0,11.0%,1.1,7.6%,-9.8%,-7.5,5.7%,-1.4%
O=C(NCCNCC(O)COc1ccc(O)cc1)N1CCOCC1 (stereo unspecified),-4.6,9.2%,0.6,10.6%,-16.6%,0.4,-5.3%,-15.6%
CC#Cc1cc2c(cc1O)CCC1C2CCC2(C)C(O)CCC12 (stereo unspecified),?,-11.6%,0.2,18.7%,-15.8%,1.6,-11.6%,-1.7%
Cc1ccccc1OCC(=O)OCC(=O)NC1CCCCCC1,-3.1,-27.5%,-0.1,-10.9%,-8.5%,-0.6,-23.5%,-7.7%
Cc1ccc(NC(=O)CN(C)C(=O)CSc2nnc(N)s2)cc1,-5.2,13.4%,-0.6,12.7%,-11.9%,-0.4,11.2%,-3.3%
COc1ccc(/C=C/C(=O)N2CCN(C)CC2)cc1OC,-6.1,-1.1%,2.1,0.9%,-4.9%,-0.2,-4.8%,-8.5%
CCC(C)NC(=O)CSC1=Nc2ccccc2C2=NC(CCC(=O)NCc3ccco3)C(=O)N12 (stereo unspecified),-0.7,7.3%,-2.0,-2.6%,-0.8%,-3.4,11.1%,3.5%
O=C(CN1C(=O)NC2(CCCc3ccccc32)C1=O)c1ccc(F)cc1 (stereo unspecified),-0.8,-0.7%,0.6,10.5%,-8.2%,0.5,-28.2%,3.8%
Cc1ccc(-c2nn3c(C)nnc3c3ccccc23)cc1S(=O)(=O)NC(C)(C)CO,1.2,0.7%,0.6,12.7%,-12.1%,-4.4,8.3%,12.2%
Cc1cccc(C)c1-n1nnnc1C(C1CC1)N1CCN(C/C=C/c2ccccc2)CC1 (stereo unspecified),8.8,-5.1%,-0.8,18.0%,-6.9%,-1.6,-13.6%,8.4%
CCN(CCCNC(=O)C1CCC(=O)N1Cc1ccc(F)cc1)c1cccc(C)c1 (stereo unspecified),12.9,3.7%,0.1,-11.8%,-4.6%,-0.2,1.9%,-7.2%
CCOC(=O)C1=C(CN2CCN(C(=O)OCC)CC2)NC(=O)NC1c1ccc2c(c1)OCO2 (stereo unspecified),0.7,-2.3%,1.5,2.8%,-3.8%,-2.7,7.3%,5.6%
COc1ccc(N2CCN(CCNS(=O)(=O)c3ccc(C)cc3)CC2)cc1,-1.5,7.5%,-0.6,14.5%,-16.9%,-3.3,-10.4%,6.6%
Cc1ccc(-c2csc(=S)n2CC(=O)OCC(=O)NC(C)C(C)C)cc1 (stereo unspecified),/,3.4%,-2.9,2.8%,-20.7%,-5.5,-1.1%,-0.2%
CCN1CCN(C(c2ccccc2)c2nnnn2Cc2ccc3c(c2)OCO3)CC1 (stereo unspecified),-3.4,-7.3%,2.7,0.5%,3.3%,-2.1,6.5%,1.5%

# Part of the list above, reduced to EPAC1 agonist and IL2 activator.
canonical_smiles	EPAC1 agonist	IL2 activator
COc1cc2[nH]c(=S)n(CC3CCCO3)c(=O)c2cc1OC (stereo unspecified)	-6.0%	-0.2
COc1cccc(CN2CCNC(=O)C2CC(=O)N(C)C2CCOCC2)c1 (stereo unspecified)	-3.4%	-2.5
Cc1ccc(-c2cc(C(=O)N/N=C/c3ccc([N+](=O)[O-])o3)c3ccccc3n2)o1	-5.5%	-3.8
COc1cccc(C2C(C#N)=C(C)NC3=C2C(=O)CC(C)(C)C3)c1 (stereo unspecified)	-4.7%	-0.6
O=S(=O)(N/N=C1/CC(c2ccccc2)Oc2ccccc21)c1ccc(Br)cc1 (stereo unspecified)	21.8%	-2.2
CCn1c(CN2CCN(c3ccc(Cl)cc3)CC2)nc2ccccc21	17.2%	-2.6

# Looked up above:
# Entry for O=S(=O)(N/N=C1/CC(c2ccccc2)Oc2ccccc21)c1ccc(Br)cc1 (stereo unspecified) in IL2 activator: -2.2
# Entry for c1ccc2c(c1)nc1n2CN(Cc2ccc3c(c2)OCO3)CN1 in EPAC1 antagonist: -1.2%
# Entry for Cc1ccc(-c2csc(=S)n2CC(=O)OCC(=O)NC(C)C(C)C)cc1 (stereo unspecified) in EPAC1 agonist: -0.2%
# Entry for CCN1CCN(C(c2ccccc2)c2nnnn2Cc2ccc3c(c2)OCO3)CC1 (stereo unspecified) in CCT modulator: -2.1
# Entry for CC#Cc1cc2c(cc1O)CCC1C2CCC2(C)C(O)CCC12 (stereo unspecified) in EPAC1 agonist: -1.7%
# Entry for COc1cccc(CN2CCNC(=O)C2CC(=O)N(C)C2CCOCC2)c1 (stereo unspecified) in EPAC1 antagonist: 8.5%

# The list goes on:
SMILES,PI5P4K alpha inh,WRN helicase inh,IL2 activator,EPAC2 ag,PLK1 PBD block,CCT modulator,EPAC1 antagonist,EPAC1 agonist
CC(=Nc1ccc(Br)cc1)c1sc2ccccc2c1O,8.9,-3.9%,-0.1,20.7%,?,1.7,-3.3%,-2.5%
COC(=O)c1ccc(C(=O)Nc2ccc3nc(-c4ccncc4)[nH]c3c2)cc1,-0.9,0.1%,-1.9,12.4%,-1.7%,-1.5,3.5%,2.0%
COc1ccc(-c2nnc(NC(=O)c3ccco3)s2)cc1,-5.5,-9.2%[57.1 µM],0.2,2.9%,-12.5%,1.1,-4.1%,-2.5%
Nc1ccc(NC(=S)Nc2ccccc2)cc1,0.9,-0.9%,0.7,-0.1%,-3.1%,1.3,-3.1%,15.2%
c1cc2[nH]c3ccncc3c2cn1,0.8,11.5%,-4.1,15.7%,-10.1%,-1.5,4.6%,8.9%
CNC(=O)COc1coc(CN2CCN(c3ccccc3)CC2)cc1=O,-4.4,-8.3%,-3.4,5.2%,-12.8%,-3.9,-0.4%,7.7%
CCOc1ccc(OCC)c(NC(=O)C2CCCN(S(=O)(=O)c3cccs3)C2)c1 (stereo unspecified),-1.1,2.6%,-2.2,-12.0%,-16.4%,-2.0,-14.9%,3.6%
Cc1ccc(NC(=S)Nc2ccc3nc(-c4ccccn4)c(-c4ccccn4)nc3c2)cc1C,-4.5,-22.7%,-0.3,24.5%,-25.2%,2.3,17.8%,25.5%
COc1ccc(CNC(=O)CS(=O)Cc2nc(-c3ccccc3C)oc2C)cc1 (stereo unspecified),-6.5,-5.7%,-0.7,1.7%,-19.0%,-0.5,-5.6%,1.8%
COC(=O)c1ccc(OCC(=O)NCCC2=CCCCC2)c(OC)c1,-0.9,-3.9%,0.6,8.2%,-11.4%,0.4,-17.8%,1.5%
COc1ccc(C(=O)N(C)c2ccccc2C(=O)NCCc2ccccc2)cc1,1.1,2.0%,-1.9,-4.1%,1.4%,0.3,-11.3%,0.2%
CC(=NNC(N)=O)C1CC2CCC1CC2 (stereo unspecified),3.2,-9.9%,-0.7,0.5%,-7.7%,-0.4,0.5%,7.8%
CCc1cccc(CC)c1N1C(=O)CSCC1=O,-2.6,-5.3%,-2.8,-2.4%,3.0%,0.9,7.1%,-6.9%
CCCCCCN1C[C@@H](n2cc(-c3ccc(F)cc3)nn2)[C@H](O)C[C@@H]1c1ccccc1,9.8,-5.5%,-2.5,1.5%,-7.0%,0.5,-17.4%,-19.1%
O=C(O)c1cccc(N2C(=O)C=CC2=O)c1,?,-24.9%[11.6 µM],-1.3,0.3%,11.9µM*,-0.9,-18.6%,-1.4%
Cc1ccccc1CNc1ncnc2cc(Cl)ccc12,1.7,-5.5%,-2.8,1.1%,-1.1%,-1.9,-22.8%,13.4%

# Sorted by value in PI5P4K alpha inh (rising): some entries from above
Structure	PI5P4K alpha inh	WRN helicase inh	EPAC2 ag	PLK1 PBD block	CCT modulator	EPAC1 antagonist
Cc1sc2ncnc(NS(=O)(=O)c3ccc(Cl)cc3)c2c1C	-8.0	1.5%	6.8%	-15.4%	-1.2	-28.6%
CC(=NNC(N)=O)C1CC2CCC1CC2 (stereo unspecified)	3.2	-9.9%	0.5%	-7.7%	-0.4	0.5%
Cc1cccc(C)c1-n1nnnc1C(C1CC1)N1CCN(C/C=C/c2ccccc2)CC1 (stereo unspecified)	8.8	-5.1%	18.0%	-6.9%	-1.6	-13.6%
